ABHD5 PLIN5 PPI: ABHD5-PLIN5 interaction inhibitors, primary screen, cell lysate, split luciferase complementation, luminescence; inhibition, % at 4 µM; Perilipin-5 (Homo sapiens) + 1-acylglycerol-3-phosphate O-acyltransferase ABHD5 (Homo …; 360,000 compounds, 0.78% hits; AID 602281, 2012; Split G. princeps luciferase complementation, 4 h;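 active = inhibition above the mean inhibition across every tested compound plus 3 SD, cut at about 22% in these data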;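 note: 0% = DMSO only wells and the 100% control is not disclosed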
Glyco luc inh: increase of ERlucT glycosylation luciferase signal, primary screen, N-linked glycosylation inhibitor project, D54 ERlucT cells, luminescence, set 2 | D54 ERlucT glycosylation luciferase reporter, 24 h; percent of 100 nM tunicamycin response | reporter increase, % at 12.5 µM | 360,000 compounds, 0.23% hits | AID 588692, 2011;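 active = mean luciferase reporter signal, scaled so untreated is 0 and the glycosylation-blocking control 100, at or above a set limit in every replicate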;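 note: luciferase carries N-glycosylation sites so blocking glycosylation raises the light; 0% = median of neutral control wells and 100% = median of 100 nM tunicamycin wells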
TLR9-MyD88 block: inhibitors of TLR9-MyD88 association in cells, primary screen, cell-based, CHO, BLA complementation, fluorescence; Toll-like receptor 9 (Homo sapiens) + Myeloid differentiation primary response protein …; CCF4 FRET ratio; inhibition, % at 4.98 µM; 340,000 compounds, 0.21% hits; AID 504734, 2011;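 active = inhibition above the mean over all tested compounds plus 3 SD, cut at about 21% in these data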;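 note: 0% = DMSO only wells and 100% = clavulanate BLA inhibitor control wells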
ABCB6 inh MLPCN: ABCB6 transporter inhibitors, primary screen, K562-ABCB6 cells, flow cytometry, MLPCN library. K562-ABCB6 porphyrin accumulation, 1 h; hits give low values. AID 602162, 2011. 360,000 compounds, 0.19% hits. fluorescence ratio to DMSO, % at 10 µM;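 active = fluorescence ratio to DMSO below 75%, the collection mean minus 3 SD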;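 note: signal is porphyrin accumulated inside mitochondria; 100% equals median channel fluorescence of DMSO control wells; lower ratio means ABCB6 inhibition with less porphyrin fluorescence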
HTR2A ag: mouse Htr2a agonists via beta-arrestin recruitment, primary screen, cell-based, luminescence; 5-hydroxytryptamine receptor 2A (Mus musculus), P35363; 360,000 compounds, 0.66% hits; activation, % at 7.6 µM; CHO-K1 mHTR2A beta-arrestin complementation; percent of 30 µM serotonin response; AID 624169, 2012;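 active = activation above a run cutoff, the mean activation of all tested compounds plus 3 SD, cut at about 14% in these data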;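 note: 0% = plate median of compound wells and 100% = 30 µM serotonin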
Target sequence (P35363 whole entry, looked up): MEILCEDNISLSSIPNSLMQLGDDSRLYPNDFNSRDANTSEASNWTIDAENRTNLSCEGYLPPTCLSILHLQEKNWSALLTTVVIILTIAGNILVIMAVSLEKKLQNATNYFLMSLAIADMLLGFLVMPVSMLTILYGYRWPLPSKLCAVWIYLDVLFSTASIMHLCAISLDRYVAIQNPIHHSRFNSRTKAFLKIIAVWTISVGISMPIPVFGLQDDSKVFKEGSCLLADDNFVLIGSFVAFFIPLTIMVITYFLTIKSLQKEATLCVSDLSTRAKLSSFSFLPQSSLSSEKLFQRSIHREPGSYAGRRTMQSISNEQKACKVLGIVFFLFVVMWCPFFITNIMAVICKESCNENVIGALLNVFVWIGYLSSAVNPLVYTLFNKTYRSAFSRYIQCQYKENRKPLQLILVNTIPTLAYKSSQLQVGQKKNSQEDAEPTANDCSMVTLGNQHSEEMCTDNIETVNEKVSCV
H9c2 protect: cardioprotection against H2O2-induced cell death, primary screen, uHTS, H9c2 cells, ATPLite luminescence. 360,000 compounds, 0.63% hits. H9c2 cardiomyocytes, H2O2 injury protection, 2 h. protection from H2O2 cell death, % at 20 µM;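 active = compounds giving at least 50% protection of heart cells from peroxide-induced death in the single-dose screen, raw or plate-pattern-corrected value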;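 note: 0% = DMSO wells with peroxide and 100% = DMSO wells without peroxide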
NOD2 RIPK2 PPI: NOD2-RIPK2 binding disruptors in cells, primary screen, fluorescence, CHO cells, BLA complementation. Receptor-interacting serine/threonine-protein kinase 2 (Homo sapiens), O43353. 360,000 compounds, 0.38% hits. AID 624267, 2012. inhibition, % at 4.98 µM. CCF4 ratio; in the data active = inhibition above about 21%;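 note: 0% = vehicle only and 100% = reference blocker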
Target sequence (O43353 whole entry, looked up): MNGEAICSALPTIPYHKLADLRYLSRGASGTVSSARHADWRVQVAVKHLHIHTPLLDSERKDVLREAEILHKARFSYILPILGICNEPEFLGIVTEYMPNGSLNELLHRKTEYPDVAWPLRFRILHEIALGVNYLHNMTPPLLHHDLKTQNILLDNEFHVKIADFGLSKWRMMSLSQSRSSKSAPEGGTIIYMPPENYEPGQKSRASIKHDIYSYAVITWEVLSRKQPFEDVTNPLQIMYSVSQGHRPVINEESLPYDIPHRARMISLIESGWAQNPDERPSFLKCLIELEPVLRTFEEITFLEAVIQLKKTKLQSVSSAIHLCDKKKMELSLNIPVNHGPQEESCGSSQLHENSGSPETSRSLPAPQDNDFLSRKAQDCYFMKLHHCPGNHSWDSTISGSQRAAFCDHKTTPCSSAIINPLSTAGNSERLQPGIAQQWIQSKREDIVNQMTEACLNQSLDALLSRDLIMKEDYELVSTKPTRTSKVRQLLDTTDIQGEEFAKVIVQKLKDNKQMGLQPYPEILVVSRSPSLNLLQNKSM
MC4R antagonist: MC4R antagonists of cAMP signaling, primary screen, cell-based, TR-FRET, antagonist arm of biased-ligand search; Melanocortin receptor 4 (Homo sapiens), P32245; AID 540295, 2011; MC4R-expressing cells, MTII-stimulated cAMP, LANCE TR-FRET; inhibition, % at 6.5 µM; 360,000 compounds, 0.48% hits;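 active = inhibition above its plate's cutoff, the mean of tested wells on that plate plus 3 SD, cut at about 29% in these data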;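 note: 0% = Melanotan II alone and 100% = Melanotan II plus saturating MCL0020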
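material = U2OS cells stably expressing human melanocortin 4 receptor (MC4R) | also added = Melanotan II challenge | dosing = single nominal compound dose of 6.5 µM | detection = TR-FRET with Eu-cAMP and labeled anti-cAMP, 671 nm | replication = singlicate | timing = compound 30 min, challenge 1 h, detection 1 h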
SRC2 inh: inhibition of GAL4-SRC2 driven luciferase reporter, primary screen, SRC2 inhibitor project, cell-based, luminescence. Nuclear receptor coactivator 2 (Homo sapiens), Q15596. HEK293 GAL4-SRC2 luciferase reporter. inhibition, % at 9 µM. 370,000 compounds, 0.17% hits;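 active = inhibition above the mean inhibition of all tested compounds plus 3 SD, set per campaign, cut at about 52% in these data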;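 note: 0% = DMSO treated cells and 100% = cells given Gossypol at 36 µM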
MC4R ag barr: MC4R agonists recruiting beta-arrestin, primary screen, cell-based, luminescence, agonist arm of biased-ligand search | 360,000 compounds, 0.98% hits | Melanocortin receptor 4 (Homo sapiens), P32245 | activation, % at 8.9 µM | AID 540308, 2011 | U2OS MC4R beta-arrestin complementation; percent of melanotan II response, DMSO zero;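 active = activation above a per-plate cutoff, the mean activation of sample wells on that plate plus 3 SD, cut at about 8% in these data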
* = called active by the depositor; . = not tested or not shown.

SMILES	ABHD5 PLIN5 PPI	Glyco luc inh	TLR9-MyD88 block	ABCB6 inh MLPCN	HTR2A ag	H9c2 protect	NOD2 RIPK2 PPI	MC4R antagonist	SRC2 inh	MC4R ag barr
COc1ccc(OC)c(-c2nc3ccccc3nc2-c2ccccc2)c1	-4	0	-4	94	-2	4	-4	-9	8	-0.5
COc1ccc(CNC(=O)C[C@H]2C[C@H](C(=O)N3CCCCC3)[C@@]3(C)c4[nH]c5ccc(Cl)cc5c4CCN3C2=O)cc1OC	4	5	-4	92	1	6	5	5	3	0.1
O=C(NCCCN1CCCC1=O)c1ccc(OCc2ccccc2)cc1	5	-5	3	101	-5	1	-9	5	-2	2.6
Cc1nc(SCC(=O)N(C)C2CCS(=O)(=O)C2)c(C#N)c(C)c1C (stereo not given)	9	2	-11	102	5	2	1	3	-13	-0.7
CC(C)Nc1nc(Cl)nc(N(C#N)CN2C(=O)c3ccccc3S2(=O)=O)n1	19	0	-12	103	-9	-11	0	46*	18	-2.5
O=C(COc1ccc(Cl)cc1Br)N1CCN(S(=O)(=O)c2ccccc2)CC1	8	-3	2	91	-3	8	-1	6	-16	-1.1
O=C(N/C(=C\c1ccco1)C(=O)N1CCCC1)c1cccs1	-2	-2	-7	102	2	-1	-6	-1	6	0.1
CCc1cc2c(CN3CCN(CC)CC3)cc(=O)oc2cc1O	-3	-1	18	101	-2	8	15	2	-17	-0.9
Cc1ccc(-n2ncc3c2CC(C)(C)CC3NC(=O)CCc2ccc(=O)[nH]n2)cc1 (stereo not given)	-4	1	-4	81	-3	-4	-3	5	23	0.9
O=C(CNC(=O)c1cccs1)Nc1ccc(N2CCOCC2)cc1	-11	1	-1	98	2	-4	-2	10	-1	0.3
Nc1cnccc1C(=O)O	-14	1	-3	98	-1	-2	-6	14	0	-1.9
COc1ccc(N2C(=O)C(Cl)=C(NCc3ccccc3)C2=O)cc1	1	-1	7	90	2	-14	-7	1	-17	0.2
Cc1cc(Nc2ccccc2Cl)nc(-c2ccccc2O)n1	-7	1	1	95	-1	-8	-2	5	-3	2.3
c1ccc(-c2nccnc2-c2ccccc2)cc1	9	2	0	96	1	2	-2	23	12	0.0
CC1(C(=O)Nc2cnc3ccccc3c2)CCN1Cc1ccc2c(c1)OCCO2 (stereo not given)	5	-1	.	102	4	6	4	16	5	1.4
CC(NC(=O)COc1cccnc1[N+](=O)[O-])c1ccc(F)cc1 (stereo not given)	-1	0	0	104	0	4	-5	19	-3	0.2
COc1ccc(C(=O)N2CCOC2CNC(=O)C(=O)NCc2ccccc2Cl)cc1 (stereo not given)	-1	-1	6	102	-4	2	-1	5	-10	-1.6
Cc1ccc(S(=O)(=O)N2[C@H](CC(=O)OCc3ccccc3)OC[C@@H]2C(C)C)cc1	-5	.	.	.	-8	.	-4	.	-8	.
Cc1nc(N2CCCCC2)sc1C(=O)c1cccc([N+](=O)[O-])c1	3	-3	-7	101	5	-6	4	-1	-34	-1.8
COc1ccccc1/C=C/c1onc(C)c1S(=O)(=O)N1CCC(C(=O)NC(C)C)CC1	1	0	-5	101	-8	-23	0	-1	-9	-1.5
O=c1c(-c2ccc(Cl)cc2)cnc2n1CCS2	-5	0	-1	103	-3	-6	-4	19	-90	-0.5
CCCCCc1nnc(NC(=O)Cc2ccc([N+](=O)[O-])cc2)s1	-1	0	-1	96	-1	3	5	2	-20	-4.0
CC(=O)Nc1ccc(NC(=O)c2cc(=O)c3cc(C)cc(C)c3o2)cc1	10	2	5	98	4	23	-7	10	-12	-1.0
CC(=O)O[C@@H]1[C@@]2(C)O[C@H]2CC[C@]23O[C@H]2[C@H](OC3=O)C2=C(C)C(=O)O[C@@]21O	23*	0	-9	104	1	-4	-6	7	14	-0.3
O=C(c1ccco1)N1CCN(C(=O)c2cc3sccc3n2Cc2ccccc2)CC1	7	-4	-5	99	-5	-8	13	7	12	-1.6

Complete entries as entered above. Order of values: ABHD5 PLIN5 PPI, Glyco luc inh, TLR9-MyD88 block, ABCB6 inh MLPCN, HTR2A ag, H9c2 protect, NOD2 RIPK2 PPI, MC4R antagonist, SRC2 inh, MC4R ag barr
COc1ccc(C(=O)N2CCOC2CNC(=O)C(=O)NCc2ccccc2Cl)cc1 (stereo not given) as listed: -1, -1, 6, 102, -4, 2, -1, 5, -10, -1.6
COc1ccccc1/C=C/c1onc(C)c1S(=O)(=O)N1CCC(C(=O)NC(C)C)CC1 as listed: 1, 0, -5, 101, -8, -23, 0, -1, -9, -1.5
O=C(COc1ccc(Cl)cc1Br)N1CCN(S(=O)(=O)c2ccccc2)CC1 as listed: 8, -3, 2, 91, -3, 8, -1, 6, -16, -1.1

Next section:
SMILES	ABHD5 PLIN5 PPI	Glyco luc inh	TLR9-MyD88 block	ABCB6 inh MLPCN	HTR2A ag	H9c2 protect	NOD2 RIPK2 PPI	MC4R antagonist	SRC2 inh	MC4R ag barr
COc1ccc(NC(=O)N2CCC(n3cnc4ccccc43)CC2)cc1	-3	2	4	98	3	4	-2	-3	-9	-1.1
COC(=O)c1c(NC(=O)C2=COCCO2)sc(C)c1C	-4	0	-2	101	1	2	0	10	-13	0.3
COc1cc(C(O)c2nc(-c3cccs3)cs2)ccc1F (stereo not given)	7	-1	.	103	-1	-14	-11	-3	12	-2.2
CCc1ccc(CCC(=O)Nc2ccc(OC)cc2)o1	-4	0	0	104	-6	8	0	-3	-9	-1.7
CCC(C)(C)C1CCc2[nH]nc(C(=O)NC3CCCC3)c2C1 (stereo not given)	17	-4	-3	102	8	-5	-10	5	-6	3.9
Cc1ccc(NC(=S)N(CCCN2CCOCC2)Cc2ccccn2)cc1Cl	-1	1	-6	97	-7	2	2	3	-20	-0.2
COc1cc(CCC(=O)OCC(=O)Nc2cccc(S(=O)(=O)N(C)C)c2)cc(OC)c1OC	6	0	7	98	0	-1	0	1	-9	-3.3
O=C(Nc1cccc(C(=O)N2CCCC2)c1)C1CCCC1	-1	3	-6	97	1	17	-14	-4	3	-0.4
CC(=O)c1c(C)oc2ccc(N(C(C)=O)S(=O)(=O)c3ccc(F)cc3C)cc12	-2	-2	10	102	2	-9	-6	1	7	-3.6
Cc1ccc([N+](=O)[O-])cc1S(=O)(=O)Nc1ccc(-c2ccc(N3CCOCC3)nn2)cc1	-2	-2	5	99	-6	-1	-3	0	-17	-2.1
COc1cc2ccccc2cc1C(=O)N1CCN(C)CC1	8	2	-1	105	-6	-4	3	0	6	0.9
CC(=O)n1cc([C@H]2C=C(C(=O)N3CCN(Cc4ccc5c(c4)OCO5)CC3)O[C@@H](OCc3ccc(CO)cc3)C2)c2ccccc21	4	-5	-5	93	-5	25	0	15	14	-1.7
CCOC(=O)c1nn(-c2ccc(C)cc2)c(=O)cc1OCC(=O)Nc1cc(C)ccc1OC	-2	1	-3	97	-10	-8	0	4	5	-2.6
O=C(COc1ccc(S(=O)(=O)N2CCOCC2)cc1)NCCN1CCOCC1	-4	2	-2	100	7	18	-10	2	5	0.2
Cc1noc(C)c1CSc1ccccc1C(=O)O	1	1	-4	107	4	3	-7	2	-10	1.2
CCN(CC)C(=O)c1ccc(S(=O)(=O)N2CCC(c3nc4ccccc4s3)CC2)cc1	1	-3	1	86	-2	-16	1	1	13	-1.4
Cc1ccc(-n2nc3c(c2NC(=O)C(C)(C)C)CS(=O)(=O)C3)cc1	-6	-1	-3	101	-6	0	-1	7	.	-2.3
COc1cc(C2CC(=O)c3cnc(NC(=O)COc4ccccc4)nc3C2)cc(OC)c1OC (stereo not given)	6	1	-3	97	3	0	-16	15	-19	-2.3
COc1ccc(NC(=O)CN(C)C(=O)c2cn(-c3ccccc3)nc2-c2ccc(F)cc2)cc1	-7	5	3	98	-5	0	1	13	16	0.1
CCCC/C(O)=C1\C(=O)CC(C)(C)CC1=NCCCCCC(=O)O	1	0	-11	97	3	-1	-11	13	9	-0.1
CS(=O)(=O)Nc1ccc(OCc2ccccc2)cc1	-1	-2	-8	97	-7	-6	-4	-2	-45	-2.8
Cc1cc(C(=O)N2CCC2(C)C(=O)NS(=O)(=O)c2ccc(F)cc2F)nn1C (stereo not given)	4	2	.	92	5	3	0	-1	-24	-0.8
CCN(C(=O)CSc1ccccn1)C1CCCCC1	3	-2	2	102	3	3	-21	2	-9	-1.8
CC(C)CN(C(=O)COC(=O)c1ccc([N+](=O)[O-])o1)C1CCS(=O)(=O)C1 (stereo not given)	2	0	-6	100	3	0	-10	5	3	0.7
COc1ccc(-c2ccc(/C=C3/C(=N)N4C=CSC4=NC3=O)o2)c([N+](=O)[O-])c1	-8	3	-4	100	0	25	2	-3	-8	20*
CCc1ccccc1NC(=O)c1ccc(NCCc2ccccc2)c([N+](=O)[O-])c1	-3	-5	-19	99	1	-11	-3	16	1	2.1
CCC(=O)NC(=S)Nc1ccc(NC(=O)c2ccc(C)c([N+](=O)[O-])c2)cc1	-1	-9	-12	99	-4	3	-3	11	-31	11*

Reprinted at random: 5 entries already listed
SMILES	ABHD5 PLIN5 PPI	Glyco luc inh	TLR9-MyD88 block	ABCB6 inh MLPCN	HTR2A ag	H9c2 protect	NOD2 RIPK2 PPI	MC4R antagonist	SRC2 inh	MC4R ag barr
CC(C)CN(C(=O)COC(=O)c1ccc([N+](=O)[O-])o1)C1CCS(=O)(=O)C1 (stereo not given)	2	0	-6	100	3	0	-10	5	3	0.7
CS(=O)(=O)Nc1ccc(OCc2ccccc2)cc1	-1	-2	-8	97	-7	-6	-4	-2	-45	-2.8
O=C(Nc1cccc(C(=O)N2CCCC2)c1)C1CCCC1	-1	3	-6	97	1	17	-14	-4	3	-0.4
COc1cc(C2CC(=O)c3cnc(NC(=O)COc4ccccc4)nc3C2)cc(OC)c1OC (stereo not given)	6	1	-3	97	3	0	-16	15	-19	-2.3
CC(=O)n1cc([C@H]2C=C(C(=O)N3CCN(Cc4ccc5c(c4)OCO5)CC3)O[C@@H](OCc3ccc(CO)cc3)C2)c2ccccc21	4	-5	-5	93	-5	25	0	15	14	-1.7

Not all compounds are listed; the hit share may differ from the screen's.
